# PMI inhibitors = inhibitors of human PMI, primary screen, biochemical, fluorescence intensity, coupled assay (AID 1209); purified PMI enzyme, coupled fluorescence intensity; higher % means a stronger effect; one-dose inhibition, % at 20 µM; IC50 in µM for titrated hits; 0.42% of 190,000 active;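 also: plate controls were DMSO vehicle for no effect and wells lacking substrate for full effect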
# human PMI inhibitors = MPI inhibition at elevated mannose 6-phosphate – biochemical, fluorescence intensity, high mannose 6-phosphate, primary screen (AID 1220); recombinant PMI enzyme, coupled fluorescence intensity; higher % means a stronger effect; inhibition, % at 20 µM; hits with a dose series show IC50 in µM; 0.66% of 190,000 active
# M17LAP inhibition = P. falciparum M17LAP inhibitors, primary screen, biochemical, fluorogenic H-Leu-NHMec substrate, 1536-well (AID 1619); recombinant M17LAP, H-Leu-NHMec fluorogenic kinetic assay; higher % means a stronger effect; inhibition, % at 30 µM; hits with a dose series show IC50 in µM; 0.38% of 220,000 active;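 active = compound inhibiting the enzyme by more than half at any dose during confirmatory dose-response retesting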;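 also: plate controls were full reaction with DMSO carrier for no effect and no enzyme background for full effect; strong numbers were not always called active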
# Hep lipid drop = hepatic lipid droplet formation modulation. AML12 mouse hepatocytes, oleate lipid droplets, BODIPY imaging. inhibition, % at 6.5 µM. 0.4% of 240,000 active. AID 1656;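 active = lipid droplet intensity inhibited by at least 50%, with more than 500 cells counted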
#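 Test system: AML12 mouse liver cells; schedule: overnight exposure; technique: high-content imaging of BODIPY-stained droplets and DAPI nuclei; read-out: % inhibition of corrected integrated BODIPY droplet signal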
# XIAP displacement = XIAP antagonists, biochemical, IAP family, fluorescence polarization (AID 1018); one-dose displacement, % at 20 µM; IC50 in µM for titrated hits; 0.007% of 200,000 active; XIAP BIR domain, fluorescence polarization peptide displacement; higher % means a stronger effect; in the data active = displacement above about 50%; also: a part of the inactive calls stands beside numbers as strong as those of hits
# TNAP activators = human TNAP enzyme activators, primary screen, biochemical, luminescent, no phosphate acceptor, uHTS (AID 1001); purified TNAP, luminescent activation assay, no phosphate acceptor; higher activation fold means a stronger effect; activation fold at 20 µM, or EC50 in µM where a hit was titrated; 0.03% of 200,000 active; in the data active = activation fold from about 3, or a potency from the dose series; inactive = the rest, 99 in 100 with activation fold below about 1.6; also: many of its hits are not listed in these tables
# SIAH1 antagonists = Siah-1 peptide-binding antagonists, primary screen, biochemical, fluorescence polarization, rhodamine-plectin, uHTS (AID 1817); 0.02% of 290,000 active; Siah-1 / rhodamine-plectin peptide fluorescence polarization; higher % means a stronger effect; one-dose displacement, % at 20 µM; IC50 in µM for titrated hits;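 active = displacement of at least 50% at 20 µM, with a fluorescence ratio check between 0.3 and a set limit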;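 also: plate controls were Siah plus tracer with DMSO for no effect and tracer alone without Siah for full effect; strong numbers were not always called active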
# UTI89 phage lysis = protection from phage-mediated lysis, alamar blue read-out – E. coli UTI89, K1F phage, bacterial capsule biogenesis inhibitors (AID 488966); 0.02% of 340,000 active; inhibition, % at 100 µM; hits with a dose series show IC50 in µM; E. coli UTI89 K1F phage lysis, alamar blue, 2 h; higher % means a stronger effect;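 active = phage lysis inhibition, versus mean bacterial control, above a set limit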;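 also: capsule biogenesis inhibitors block K1F phage lysis so surviving cells raise fluorescence; higher fluorescence means more inhibition of phage lysis; actives were called in the ten point dose series up to 300 µM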
# M1AAP inhibition = P. falciparum M1AAP inhibitors, biochemical, fluorogenic H-Leu-NHMec substrate, 1536-well (AID 1445) | recombinant M1AAP, H-Leu-NHMec fluorogenic kinetic assay; higher % means a stronger effect | inhibition, % at 30 µM; hits with a dose series show IC50 in µM | 0.42% of 220,000 active;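 active = primary inhibition above the hit cutoff, then over 50% inhibition at one or more dose response concentrations, cut at about 23% in these data, passing the limit was not always enough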;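 also: plate controls were DMSO full reaction for no effect and no enzyme background for full effect; strong numbers were not always called active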
# Hep lipid drop cells 6.5 µM = also measured in Hep lipid drop; calls as there; cell count; measured here: cell count, cytotoxicity flag;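 cells counted across two imaged fields per well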
# * = called active by the depositor; . = no result given; [ ] = remark or other dose. Rule as the data show it, unless noted: active = inhibition above about 50%; inactive = the rest.
# Sequence of screens: PMI inhibitors	human PMI inhibitors	M17LAP inhibition	Hep lipid drop	Hep lipid drop cells 6.5 µM	XIAP displacement	TNAP activators	SIAH1 antagonists	UTI89 phage lysis	M1AAP inhibition
> CCCC(c1nnnn1C(C)(C)CC)N(CCCO)Cc1cc2cc(C)cc(C)c2[nH]c1=O (stereo not given)
    6%	-4%	17%	-15	734	-0.1%	1	0%	-0.3%	10%
> COc1ccc(OC)c(C(C)NC(C)=O)c1 (stereo not given)
    -7%	-4%	3%	.	.	-1.0%	1.1	2%	0.2%	-5%
> CN(C)CCCCOc1ccccc1-c1ccccc1
    2%	-9%	8%	.	.	-2.6%	1.1	3%	-0.3%	13%
> c1cncc(-c2nc3ccccc3s2)c1
    .	.	1%	-6	755	.	.	-1%	0.7%	4%
> O=C(NCc1ccccc1)c1ccc(S(=O)(=O)N2CCCC2)cc1
    3%	-2%	-5%	-10	810	-3.6%	0.9	-2%	-1.0%	7%
> CC(C)(C)C(=O)NC(C(N)=O)=C(Cl)Cl
    3%	2%	-1%	5	758	1.4%	1.1	2%	0.5%	-5%
> CCCCN(CC)S(=O)(=O)c1ccccc1
    -9%	-12%	12%	4	769	-1.3%	1.1	-1%	0.2%	5%
> N#Cc1c(NCCCO)nc(-c2ccccc2)c2c1CCCC2
    14%	18%	-15%	.	.	-1.3%	1	1%	-2.5%	11%
> CC1CC2(CCCCC2)N2C(=O)C(=O)c3cccc1c32 (stereo not given)
    13%	4%	-1%	.	.	-0.4%	1.1	-3%	7.9%	11%
> Cc1nnc(NC(=O)CSc2nc3c(c(=O)n2CCc2ccccc2)SC(C)C3)s1 (stereo not given)
    14%	14%	10%	-16	684	-3.2%	1	-5%	-1.2%	-2%
> Cc1ccc(Cn2ccc(NC(=O)c3cc(-c4cccs4)on3)n2)cc1
    4%	2%	1%	-1	743	-1.3%	1	0%	3.6%	-2%
> O=c1c2cc(N3CCOCC3)ccc2[nH]c(=S)n1CCN1CCCC1
    9%	8%	-13%	5	698	-13%	1.1	0%	-0.2%	4%
> C#CCn1c(=NC(=O)c2cc(Cl)sc2Cl)sc2cc(S(N)(=O)=O)ccc21
    13%	-4%	-2%	-47	593	-4.7%	1	0%	0.6%	0%
> COc1ccc(-c2nc3ccccc3n2OC(C)C(=O)O)cc1 (stereo not given)
    8%	1%	-3%	-6	707	-8.5%	1.1	10%	-0.2%	-3%
> CC/C(Cc1ccccc1)=N/NC(=O)CCn1nnc2ccccc21
    1%	-1%	1%	-10	762	-2.0%	1.1	7%	0.3%	5%
> O=c1[nH]c2ccccc2c2oc(CCl)nc12
    .	.	-1%	-2	671	.	.	0%	2.9%[50 µM]	6%
> COc1nc(-c2ccccc2)c2c(c1C#N)CC(C)(C)OC2
    2%	8%	3%	6	795	-3.0%	1	-1%	0.6%	-1%
> O=C1c2ccccc2C2=Nc3ccccc3SC(c3cccc(F)c3)C12 (stereo not given)
    26%	17%	-1%	66*	650*	-3.6%	0.9	7%	2.3%	0%
> C=CCN1CCc2c(cc(O)c(O)c2Cl)C(c2ccccc2)C1 (stereo not given)
    .	.	-6%	-2	685	.	.	-1%	0.1%	-1%
> O=C(O)CCC(=O)Nc1ccc(Br)cc1C(=O)c1ccccc1Cl
    .	.	-1%	7	698	.	.	-1%	0.0%	-5%
> CCOC(=O)C1CCN(C(=O)Cn2cc(C#N)c3ccccc32)CC1
    9%	6%	21%	10	715	-2.5%	1.1	5%	5.1%	1%
> Cc1ccc(SCCC(=O)N2CCCC2)cc1
    4%	0%	0%	4	791	-1.6%	1.1	-7%	0.4%	-5%
> NC(N)=NCC(O)CN(c1ccccc1)c1ccccc1 (stereo not given)
    .	.	-7%	-10	703	.	.	0%	.	-4%
> C/C=C(\C)C(=O)Nc1cccc(C2=NOC3(C2)C[C@@H](C(N)=O)N(C(=O)/C(C)=C/C)C3)c1 (stereo not given in full)
    .	.	9%	20	704	.	.	12%	-0.5%	3%
> CCCC(=O)NC(C)C(c1cccs1)N1CCN(c2ccccc2)CC1 (stereo not given)
    3%	5%	-7%	0	723	-5.3%	1.1	1%	0.1%	0%
> CCc1ccc(C(=O)N2CCC(c3nc4ccccc4s3)CC2)cc1
    4%	2%	-10%	.	.	-0.1%	1.1	2%	0.7%	-2%
> CCCS(=O)(=O)N1CCCC(C(=O)NCCCN2CCN(c3ccc(F)cc3)CC2)C1 (stereo not given)
    3%	-2%	3%	.	.	-5.2%	1.1	-3%	0.2%	13%
> O=C(Cc1csc(N2CCOCC2)n1)N/N=C/c1ccc(F)cc1
    13%	10%	45%	-13	771	-8.6%	1.1	-2%	1.6%	6%
> CCOC(=O)COc1ccc(S(=O)(=O)NCc2ccncc2)cc1
    8%	3%	-3%	-25	684	-0.6%	1.1	13%	1.8%	5%
> COc1ccccc1C(=O)N1CCN=C1SCc1cccnc1
    18%	13%	0%	10	699	-3.6%	1.1	2%	3.1%	19%
> O=C(N/N=C/c1ccccc1O)c1cccc(C(F)(F)F)c1
    -15%	-20%	-14%	-1	619	-8.0%	2.4	14%	0.8%[50 µM]	11%
> O=S(=O)(c1ccc(-c2ccccc2)cc1)N1CCOCC1
    12%	12%	-10%	0	787	-7.8%	1.1	3%	2.0%	-2%
> N#Cc1cc(-c2ccccc2)nc(Oc2ccccc2)n1
    24%	20%	8%	-9	692	-3.4%	1	-2%	0.0%	9%
> CCOC(=O)N1CCC(=NNC(=O)c2cc3ccccc3cc2O)CC1
    37%	32%	4%	4	675	1.4%	1.2	20%	0.1%	12%
> O=C(c1ccccc1)c1cccc(NC(=O)C2CC2)c1
    -5%	1%	3%	-7	753	-8.0%	1	-2%	-1.3%	1%
> CC(=O)N1CCc2cc(S(=O)(=O)NCCC(=O)NC3CCN(Cc4ccccc4)CC3)ccc21
    8%	9%	-12%	1	750	-1.2%	1.1	2%	9.6%	2%
> COc1ccc(CNC(=O)c2ccc(CN3CCOCC3)cc2)cc1
    -9%	-14%	1%	-4	708	0.7%	1.1	4%	0.3%	1%
> CCNc1[nH]c(=O)n(C)c(=O)c1N=O
    -4%	-2%	2%	.	.	3.9%	1.1	2%	1.1%	10%
> CC(=O)Nc1ccc(Nc2ccc3c4c(cc(=O)n3C)-c3ccccc3C(=O)c24)cc1
    -1%	9%	8%	4	724	-6.2%	1	-5%	-0.2%	6%
> CCN(CC)C(=O)Cn1c(=O)n(C)c2ccccc21
    0%	-3%	-4%	3	774	-0.5%	1.1	-3%	0.6%	2%

# As entered above.
# `O=C(N/N=C/c1ccccc1O)c1cccc(C(F)(F)F)c1` | Hep lipid drop: -1
# `CC(=O)Nc1ccc(Nc2ccc3c4c(cc(=O)n3C)-c3ccccc3C(=O)c24)cc1` | TNAP activators: 1
# `O=C(c1ccccc1)c1cccc(NC(=O)C2CC2)c1` | XIAP displacement: -8.0%
# `O=S(=O)(c1ccc(-c2ccccc2)cc1)N1CCOCC1` | SIAH1 antagonists: 3%

# The results go on.
# Sequence of screens: PMI inhibitors	human PMI inhibitors	M17LAP inhibition	Hep lipid drop	Hep lipid drop cells 6.5 µM	XIAP displacement	TNAP activators	SIAH1 antagonists	UTI89 phage lysis	M1AAP inhibition
> CCCCNC(=O)c1ccc(CS(=O)(=O)Cc2ccccc2F)o1
    -13%	-1%	-4%	10	758	0.9%	1	-1%	0.3%	8%
> CCOc1ccc(-c2cc(CCCC(=O)NCCc3ccccc3)no2)cc1
    7%	3%	-6%	5	786	-6.8%	1	2%	-0.3%	-5%
> CCN(CC#CCC1(O)c2ccccc2-c2ccccc21)CCO
    8%	2%	7%	.	.	-2.8%	1.1	-3%	6.1%	5%
> O=C(CN(C1CCCCC1)S(=O)(=O)c1ccccc1)NCc1cccnc1
    0%	-9%	0%	-8	731	-3.5%	1.1	2%	1.3%	2%
> Cn1c(C(=O)N2CCCc3ccccc32)cc2sccc21
    0%	-3%	20%	.	.	-2.1%	1.1	-3%	-0.5%	4%
> CC(=O)NC(C)C(=O)OCC(=O)c1ccc(Cl)s1 (stereo not given)
    -9%	-12%	11%	.	.	1.3%	1.2	11%	0.2%	5%
> Cc1ccc(NC(=S)N(CCN(C)C)C(C)c2ccco2)cc1Cl (stereo not given)
    .	.	3%	-8	665	.	.	12%	0.8%	0%
> CN(c1ccc2nc3ccccc3c(=O)n2n1)C1CCCCC1
    -43%	-45%	9%	12	721	4.3%	1.1	8%	0.4%	7%
> COC(=O)c1ccc(CSc2nnc(-c3ccccc3)n2C)o1
    6%	11%	5%	7	698	-1.3%	1.1	-2%	0.0%	11%
> C=CCc1ccc(OCCOCCOc2ccccc2[N+](=O)[O-])c(OC)c1
    8%	-5%	12%	.	.	-1.1%	1	-2%	0.0%	-16%
> CCOC(=O)N1CCC(NS(=O)(=O)c2ccc3c(c2)CCN3C(C)=O)CC1
    5%	2%	-5%	-9	773	-0.6%	1	3%	0.6%	0%
> COc1c(S(=O)(=O)NCCN2CCOCC2)ccc(Cl)c1Cl
    19%	14%	-13%	-1	764	-4.1%	1.1	0%	2.7%	-8%
> CC1(C)CC(NCc2ccccc2)CCO1 (stereo not given)
    -9%	2%	23%	12	693	-1.1%	1	6%	-0.2%	5%
> CN(C)CCCN(C(=O)c1ccc(S(=O)(=O)N(C)C)cc1)c1nc2ccc(F)cc2s1
    -21%	-12%	-3%	0	657	-6.7%	1	4%	0.5%	2%
> CCn1c(SCC(=O)Nc2nnc(C)s2)nnc1-c1ccco1
    -5%	-6%	-4%	.	.	2.3%	1.1	2%	-0.9%	0%
> Nc1nc2ccc(Oc3ccccc3)cc2s1
    -6%	-19%	-2%	7	749	-5.5%	1	3%	-0.7%	3%
> Cc1cc(C)n(CCc2nc(-c3ccc(C(C)(C)C)cc3)cs2)n1
    18%	16%	7%	-4	613	-15%	1.1	3%	0.4%	-4%
> Cc1cccc(OC(=O)CCN2C(=O)C3C4C=CC(C5CC45)C3C2=O)c1C (stereo not given)
    -7%	-6%	-2%	2	673	-4.8%	1	-3%	-0.1%	-3%
> NNC(=O)c1ccc(COc2ccccc2)cc1
    18%	16%	1%	-9	620	-0.7%	1.1	1%	0.2%	-3%
> c1ccc(-c2nc(C3CCCCC3)no2)cc1
    12%	10%	2%	15	764	0.4%	1	-2%	2.6%	1%
> CCCCN(CCCC)CC(O)COc1ccc(Br)cc1 (stereo not given)
    .	.	-78%	3	610	.	.	5%	0.2%	-6%

# 2 records picked at random from those above:
# Sequence of screens: PMI inhibitors	human PMI inhibitors	M17LAP inhibition	Hep lipid drop	Hep lipid drop cells 6.5 µM	XIAP displacement	TNAP activators	SIAH1 antagonists	UTI89 phage lysis	M1AAP inhibition
> CC(C)(C)C(=O)NC(C(N)=O)=C(Cl)Cl
    3%	2%	-1%	5	758	1.4%	1.1	2%	0.5%	-5%
> O=C(c1ccccc1)c1cccc(NC(=O)C2CC2)c1
    -5%	1%	3%	-7	753	-8.0%	1	-2%	-1.3%	1%
